# RGS4 inhibitor: Inhibitors of Regulator of G Protein Signaling (RGS) 4: qHTS. Regulator of G-protein signaling 4 (Homo sapiens), P49798. Potency, µM (top dose mostly 114 µM), for inactives: top-dose activity change, negative = inhibition, usual class: inhibitors. AID 504845, 2011. Transcreener GDP fluorescence polarization, RGS4-accelerated GTP hydrolysis. 0.039% of 390,000 active; note: % is set by controls: 0 for no effect and ±100 for the full control effect; nearly all actives have a fitted effect of over 75% in size; some results filed as inactive show a strong effect at the top dose
#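 MLSMR compounds (23 nl, pin-transferred) preincubated 10 min at room temperature with a 500nM (2x) first reagent, then RGS4 at 900nM (2x) plus Transcreener GDP mix added; fluorescence polarization (620/688 nm) read before and after 90 min at 30 °C.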
# mIDH1 inhibitor: qHTS for Inhibitors of mutant isocitrate dehydrogenase 1 (IDH1): qHTS | IDH1-R132H enzyme, NADPH consumption, diaphorase/resazurin fluorescence | Potency, µM (highest dose often 76.6 µM), inactives show top-dose activity change, negative = inhibition, most hits filed as inhibitors | 0.093% of 390,000 active | Isocitrate dehydrogenase [NADP] cytoplasmic (Homo sapiens), O75874 | AID 602179, 2012; note: % is set by controls: 0 for no effect and ±100 for the full control effect; nearly all actives have a fitted effect of over 65% in size
#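 IDH1-R132H (0.5 ug/mL) preincubated 30 min with compound, then NADPH (0.016 mM) and alpha-KG (2 mM) added; 80 min at RT, pH 7.5. Remaining NADPH coupled via diaphorase/resazurin to fluorescence (540/590 nm); concentration-response curves normalized to no-enzyme control.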
# Vif-A3F inh: qHTS for Inhibitors of Vif-A3F Interactions: qHTS; 0.2% of 390,000 active; AID 602313, 2012; Potency, µM (series often up to 46.1 µM), inactives show at the highest dose activity, negative = active; HeLa A3F-eYFP + Vif (tagged APOBEC3F with the HIV-1 protein that degrades it), YFP fluorescence increase; note: % of control where 0% means no effect; nearly all actives have a fitted effect of over 65% in size
#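 Fluorescence increase (Ex 488/Em 500-530) after overnight compound treatment at 37 deg C flags inhibition of Vif-driven A3F-eYFP loss in stable HeLa A3F-eYFP/Vif cells seeded overnight beforehand.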
# rTrxR1 inhibitor: qHTS Assay for Inhibitors of Mammalian Selenoprotein Thioredoxin Reductase 1 (TrxR1): qHTS; 1% of 390,000 active; recombinant rTrxR1, NADPH fluorescence consumption, selenite substrate; Thioredoxin reductase 1, cytoplasmic (Rattus norvegicus), O89049; Potency, µM (top dose mostly 114 µM), inactives show top-dose activity change, negative = inhibition, hits mostly inhibitors; note: % is set by controls: 0 for no effect and ±100 for the full control effect; nearly all actives have a fitted effect of over 65% in size
#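 Rat TrxR1 (90 nM in the dispensed reagent) was pre-reduced with 400 uM NADPH for 5 min at room temperature, then incubated with compound for 15 min. After 400 uM selenite was added, NADPH fluorescence (Ex 340/Em 450 nm) was followed for 8 min.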
# Vif-APOBEC3G blk: qHTS for Inhibitors of Vif-A3G Interactions: qHTS; DNA dC->dU-editing enzyme APOBEC-3G (Homo sapiens), Q9HC16; HeLa A3G-eYFP + Vif (tagged APOBEC3G with the HIV-1 protein that degrades it), YFP fluorescence, overnight; Potency, µM (titrated, usually from 46.1 µM), inactives show top-dose activity, negative = active, hits mostly inhibitors; 0.076% of 410,000 active; AID 602310, 2012;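 note: % is set by controls: 0 for no effect and ±100 for the full control effect; nearly all actives have a fitted effect of over 60% in size; hits raise eYFP signal because A3G escapes Vif-driven loss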
# Target sequence (Q9HC16 whole entry, looked up): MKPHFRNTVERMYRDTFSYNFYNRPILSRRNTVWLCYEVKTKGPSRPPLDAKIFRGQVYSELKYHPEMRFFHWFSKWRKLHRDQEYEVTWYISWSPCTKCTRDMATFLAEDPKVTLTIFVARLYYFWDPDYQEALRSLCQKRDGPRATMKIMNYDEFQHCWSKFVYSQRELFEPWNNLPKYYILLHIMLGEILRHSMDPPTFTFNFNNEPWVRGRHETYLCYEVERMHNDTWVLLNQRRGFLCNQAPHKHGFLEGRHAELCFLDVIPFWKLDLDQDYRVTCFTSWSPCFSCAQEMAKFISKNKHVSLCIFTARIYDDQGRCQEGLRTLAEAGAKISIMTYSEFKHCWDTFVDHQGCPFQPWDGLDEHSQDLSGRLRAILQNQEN
#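 Read-out is eYFP fluorescence (Ex 488/Em 500-530) from Vif-expressing HeLa A3G-eYFP cells; more signal means A3G escaped Vif-mediated degradation. Cells plated overnight, compound pinned in, incubated overnight at 37 deg C.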
# USP1 inh: Inhibitors of USP1/UAF1: Primary Screen; 0.23% of 390,000 active; Ubiquitin carboxyl-terminal hydrolase 1 (Homo sapiens), O94782; recombinant USP1/UAF1, Ub-Rhodamine cleavage fluorescence; Potency, µM (top dose mostly 57.1 µM), without a hit: at the top dose activity change, negative = inhibition, hits mostly inhibitors; note: % is set by controls: 0 for no effect and ±100 for the full control effect; nearly all actives have a fitted effect of over 60% in size; inactives centre near -12
#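 Step one: compound is pinned into 1nM USP1/UAF1 in HEPES pH 7.8 buffer with TCEP. Step two: 15 min room-temperature incubation. Step three: Ub-Rho (150nM final) starts cleavage, tracked by fluorescence over six one-minute reads.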
# RXFP1 ag: qHTS Assay for Agonists of the Relaxin Receptor RXFP1 | Relaxin receptor 1 (Homo sapiens), Q9HBX9 | HEK293T-RXFP1 cAMP TR-FRET, 30 min; response scale: percent of porcine relaxin response, buffer zero | AID 2676, 2010 | 0.3% of 370,000 active | Potency, µM (top dose mostly 57.5 µM), for inactives: at the highest dose activation, usual class: activators; note: % is set by controls: 0 for no effect and ±100 for the full control effect; nearly all actives have a fitted effect of over 60% in size; many of its hits are not listed in these tables
#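 HEK293T cells stably expressing RXFP1 were pretreated with the PDE4 inhibitor Ro 20174, exposed to compounds for 30 min at 37C, lysed, and cAMP was read by TR-FRET. Data normalized to buffer (basal) and 29 nM porcine relaxin (100%).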
# TrxR1 substrate: qHTS Assay for Substrates of Mammalian Selenoprotein Thioredoxin Reductase 1 (TrxR1): qHTS; AID 588456, 2011; Thioredoxin reductase 1, cytoplasmic (Rattus norvegicus), O89049; purified TrxR1 substrate turnover, NADPH consumption readout; Potency, µM (titrated, usually from 114 µM), for the others: at the top dose activity change, negative = substrate turnover; 0.01% of 390,000 active; note: % is set by controls: 0 for no effect and ±100 for the full control effect; nearly all actives have a fitted effect of over 50% in size
#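 Rat TrxR1, dispensed at 90 nM, was prereduced with 400 uM NADPH (final) for 5 min at ~22 deg C, then incubated with compound 15 min before 400 uM selenite. A first-read NADPH fluorescence drop versus no-compound background flagged substrates.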
# 12-LOX inh: Primary qHTS assay for inhibitors of human arachidonate 12S-lipoxygenase (ALOX12): Round 2; purified 12hLO, xylenol orange hydroperoxide absorbance; Potency, µM (highest dose often 108 µM), for the others: top-dose activity change, negative = inhibition, actives largely listed as inhibitors; 1.1% of 580,000 active; note: % is set by controls: 0 for no effect and ±100 for the full control effect
# Target sequence (P18054 whole entry, looked up): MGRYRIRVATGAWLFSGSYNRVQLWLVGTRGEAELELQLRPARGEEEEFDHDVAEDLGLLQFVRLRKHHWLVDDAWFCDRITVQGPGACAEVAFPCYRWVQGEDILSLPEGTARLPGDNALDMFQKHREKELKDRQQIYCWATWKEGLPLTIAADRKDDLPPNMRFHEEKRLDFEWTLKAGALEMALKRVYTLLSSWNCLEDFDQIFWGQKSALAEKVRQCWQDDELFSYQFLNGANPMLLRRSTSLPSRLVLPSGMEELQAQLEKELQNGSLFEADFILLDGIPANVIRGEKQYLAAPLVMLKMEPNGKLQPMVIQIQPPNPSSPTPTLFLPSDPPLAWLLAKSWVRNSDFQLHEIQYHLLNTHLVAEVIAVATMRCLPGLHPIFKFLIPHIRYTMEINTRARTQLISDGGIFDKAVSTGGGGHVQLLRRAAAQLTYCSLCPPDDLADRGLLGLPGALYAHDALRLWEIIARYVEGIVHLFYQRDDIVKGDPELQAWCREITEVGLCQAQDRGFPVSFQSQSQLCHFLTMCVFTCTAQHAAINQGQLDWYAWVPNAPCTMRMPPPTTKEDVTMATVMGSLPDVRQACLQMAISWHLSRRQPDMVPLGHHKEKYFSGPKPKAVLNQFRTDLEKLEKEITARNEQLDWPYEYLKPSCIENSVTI
#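 Purified human 12hLO (150 nM final) in 25 mM Hepes, 0.01% Triton X-100, pH 7.0 was preincubated 15 min at room temperature with compound. Then 40 uM arachidonic acid was added, 30 min. Hydroperoxide was read by Fe-XO absorbance ratio 573/405 nm.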
# Starred values were filed as active, the others as inactive; u = inconclusive; x = no result given; & = joins results of further samples; [ ] = another dose, or the depositor's remark. Calls come from the whole dose curve; as a rule, active = well fitted curve in the direction sought with a large enough effect; inconclusive = small, poorly fitted or top-dose-only effect, or another doubt; inactive = no such curve, though single readings can be large; an effect the other way counts as inactive or inconclusive. Potency is the fitted concentration of half-maximal effect. Only part of the results is shown; rates above refer to the full screens.
# A first look:
SMILES,RGS4 inhibitor,mIDH1 inhibitor,Vif-A3F inh,rTrxR1 inhibitor,Vif-APOBEC3G blk,USP1 inh,RXFP1 ag,TrxR1 substrate,12-LOX inh
CCOC(=O)Cc1csc(NC(=O)c2cc3ccccc3o2)n1,-21%,0%,-2%,-5%,3%,-8%,0.6%,-8%,-8%
Cc1ccc2oc(C(=O)N(Cc3ccccc3)C3CCS(=O)(=O)C3)c(C)c2c1 (stereo not given),30%,-8%,-3%,35%,-1%,-21%,0.7%,14%,-28%

# This part in full, previewed entries included:
SMILES,RGS4 inhibitor,mIDH1 inhibitor,Vif-A3F inh,rTrxR1 inhibitor,Vif-APOBEC3G blk,USP1 inh,RXFP1 ag,TrxR1 substrate,12-LOX inh
CCOC(=O)Cc1csc(NC(=O)c2cc3ccccc3o2)n1,-21%,0%,-2%,-5%,3%,-8%,0.6%,-8%,-8%
Cc1ccc2oc(C(=O)N(Cc3ccccc3)C3CCS(=O)(=O)C3)c(C)c2c1 (stereo not given),30%,-8%,-3%,35%,-1%,-21%,0.7%,14%,-28%
O=c1[nH]c(-c2ccc(-c3cccc(Cl)c3)o2)nc2ccccc12,u,x,1%,50µM*,3%,x,x,13%,u
Cc1cccc(NC(=O)COC(=O)COc2ccc3c(c2)CCC3)c1,-3%,3%,1%,2%,0%,-8%,-0.2%,-11%,0%
CC(C)Sc1nnc(CNC(=O)C23CC4CC(CC(C4)C2)C3)n1C1CCCCC1,-23%,-3%,5%,10%,-2%,-18%,0.9%,7%,-21%
CC(=O)Nc1ccc(C(=O)c2ccccc2)cc1,23%,8%,2%,7%[57.1 µM],-12%,-16%,0.1%,-8%[57.1 µM],1%
CCOC(=O)c1ccccc1NC(=O)CN1C(=O)CC(c2ccco2)Sc2ccccc21 (stereo not given),14%,-5%,4%,12%,1%,-24%,6.4%,-1%,-21%
Cc1cc(NC(=O)Cn2c(=O)oc3ccc(Cl)cc32)no1,-16%,-1%,0%,17%,-20%,-18%,5.3%,4%,-8%
O=C(CN1CCN(c2ccccn2)CC1)Nc1ccc(Br)cc1,-12%[56.9 µM],7%,-5%,11%,-5%,-5%,0.9%,0%,1%
COc1ccccc1N1CCN(C(=O)c2ccc(Cl)c(S(=O)(=O)NCc3ccco3)c2)CC1,14%,-5%,0%,5%,u,-6%,2.0%,0%,0%
CCC(=O)N1CCc2cc(Br)cc(S(=O)(=O)N3CCC(C(=O)NC(C)(C)C)CC3)c21,0%&8%,-5%&-10%,0%&2%,16%&11%,-4%&2%,-9%&-5%,-0.1%&0.8%,5%&1%,-16%&-27%
CCCC(=O)NC(=S)Nc1ccccc1C(=O)OC,-29%[11.4 µM],-3%,5%,-12%[57.1 µM],0%,-1%,1.6%,5%[57.1 µM],-32%
Cc1cc(OCC(=O)Nc2sc3c(c2C(N)=O)CCCC3)ccc1C(C)C,-19%,24%,-2%,4%,-3%,-13%,-0.7%,-1%,-1%
O=C(O)C1Nc2c(O)cc(Cl)c([N+](=O)[O-])c2C2C=CCC12 (stereo not given),u,5%,-6%,14µM*,-4%,u,0.0%,-7%,u
CN(C)C=NC(=O)c1cccn1-c1ncc(C(F)(F)F)cc1Cl,-11%,13%,-10%,-11%,-4%,-8%,-1.3%,4%,-11%
CCCOc1ccc(C(=O)NNC(=S)NC(=O)c2cc(-c3ccccc3)nc3ccccc23)cc1,-44%,-2%,1%,-30%,0%,-25%,-0.8%,-5%,u
Cc1c(C)n(CCC#N)c2ccc(Cl)cc12,-30%,13%,1%,-7%,-5%,-21%,1.1%,-9%,-22%
Cn1c(CCNC(=O)c2cccs2)n[nH]c1=S,-15%,1%,u,-10%,-1%,-6%,1.4%,-2%,9%
CCOC(=O)c1cc(-c2ccccc2)n(CCC(=O)N2CCN(c3ccc(OC)cc3)CC2)c1C,-23%,2%,0%,1%,1%,-22%,1.5%,0%,10%
Cc1cc(C=C2C(=O)c3ccccc3C2=O)c(C)n1-c1cccc(C(=O)O)c1,-40%,30%[activator],-1%,-26%,0%,-30%,7.0%,-20%,u
CN1CCN(CCCNC(=O)c2cnn(-c3ccccc3)c2C2CCN(C(=O)OC(C)(C)C)CC2)CC1,0%,4%,0%,18%,0%,u,-2.1%,-1%,-22%
Cc1ccc(CNc2ncnc3c2c(-c2ccccc2)cn3-c2cccc(Cl)c2)cc1,7%,-9%,-6%,20%[57.1 µM],3%,-1%,1.9%,-1%[57.1 µM],-31%
Cc1ccc(NS(=O)(=O)c2ccc(N3C(=O)CCC3=O)cc2)cc1,-6%,6%,-4%,9%,0%,-17%,-0.8%,10%[57.1 µM],-5%
CCOC(=O)c1c(C)[nH]c(C(=O)COC(=O)c2[nH]c(C)c(C(C)=O)c2C)c1C,1%,9%,2%,13%,2%,-10%,2.1%,5%[57.1 µM],-6%
CN(C)c1ccc(C2SCCN2C(=O)c2ccc([N+](=O)[O-])cc2)cc1 (stereo not given),-7%,3%,-3%,-22%,0%,-2%,-0.5%,-11%,-17%
COCCNC(=O)C(=O)NCC(c1cccnc1)N1CCN(c2ccccc2F)CC1 (stereo not given),-1%,-3%,-2%,14%,0%,-18%,-1.1%,5%[11.4 µM],-2%
Cc1ccc(-c2csc(=Nc3ccccc3)n2CCCO)cc1,-29%,10%,2%,-5%,-14%,-29%,3.4%,-7%,45µM*
N#CC(C(=O)Nc1ccc(Cl)c(Cl)c1)=C1Nc2ccccc2N1,-16%,7%,-9%,30%,-16%,-9%,-1.1%,12%,0%
O=C(Nc1ccccc1)c1ccccc1CSc1ccccc1,-11%,12%,-3%,12%[57.1 µM],0%,-32%,0.3%,-6%[57.1 µM],-15%
COc1cc(OC)c(OC)cc1/C=N/Nc1ccc(Cl)nn1,0%,11%,-5%,7%[57.1 µM],1%,-11%,-2.9%,-4%,0%
CC(=O)O[C@H]1CC[C@@]2(C)C(=CC[C@H]3[C@@H]4CC[C@H](C5(C)OCCO5)[C@@]4(C)CC[C@@H]32)C1,20%,-5%,-2%,16%[57.1 µM],2%,-32%,-0.8%,3%[57.1 µM],x
O=c1c(O[C@@H]2O[C@H](CO)[C@@H](O)[C@H](O)[C@H]2O)c(-c2ccc(O)cc2)oc2cc(O)cc(O)c12,12%,-1%,1%,7%[57.1 µM],5%,-17%,x,2%[57.1 µM],x
O=C(CC12CC3CC(CC(C3)C1)C2)NCc1ccncc1,6%,-1%,-6%,-4%,-1%,-8%,1.5%,2%,5%
Fc1cccc(NCc2ccoc2)c1,-5%,6%,-11%,-8%,1%,-7%,0.7%,4%,u
C=C(C)Cn1c(C)cc(C)c(S(=O)(=O)c2ccccc2C)c1=O,17%,4%,-8%,-7%,0%,-14%,2.1%,-9%,0%
CNC(=S)N(Cc1cccs1)Cc1cc2cc(OC)c(OC)cc2[nH]c1=O,-2%,10%,5%,-15%,-21%,-5%,2.8%,29%,-10%
O=C(O)c1cnn(-c2ccccc2)c1-c1ccncc1,5%,-7%,15%,19%,1%,-7%,-1.1%,1%,-10%
CCn1c(=O)cc(C(F)(F)F)[nH]c1=S,-22%,4%,3%,-69%,-5%,-2%,0.3%,-4%,-59%
Cc1nc(-c2ccccc2)sc1CCNC(=O)C(=O)Nc1ccc(F)c(Cl)c1,-7%,2%,-3%,13%[57.1 µM],-1%,-13%,2.9%,0%[57.1 µM],-17%
O=C(CCCc1nc2ccccc2s1)Nc1nccs1,-43%,-4%,-2%,21%[57.1 µM],5%,-20%,2.2%,8%[57.1 µM],4%
N#Cc1cccc(Oc2ccc(S(=O)(=O)N3CCCC3)cn2)c1,-45%,-5%,1%,-4%,-1%,-5%,-0.3%,-5%,16%
CN(C)CCN(C(=O)c1cccs1)c1nc2cc3c(cc2s1)OCCO3,-24%,6%,u,6%,-2%,-9%,-2.1%,-6%,u
Cc1nc2c3c4c(sc3n3c(SCC(=O)NCc5ccco5)nnc3n2n1)COC(C)(C)C4,-13%,5%,-9%,9%[57.1 µM],-8%,-5%,16%,7%[57.1 µM],91%[activator]
CCO/C(C)=N/n1c2nc3ccccc3nc2c2c(=O)n(C3CCCC3)c(C)nc21,-11%,3%,-14%,-7%,-1%,-23%,2.4%,-1%,-5%
CC(=O)Nc1cccc(C(=O)OCC(=O)NC(=O)NC2CCCC2)c1,x,5%,-7%,x,0%,-13%,x,x,24%

# Bioassay records as filed in PubChem.
